# Bioassay records as filed in PubChem BioAssay.
# ELG1 genotox: inducers of genotoxicity in HEK293T ELG1-luciferase cells; HEK293T ELG1-luciferase reporter, luminescence, 16 h; Potency, µM (top dose mostly 46 µM), for the others: at the top dose activity change, positive = activation, hits mostly activators; 330,000 compounds, 1.3% hits; further: % of control where 0% means no effect; nearly all actives have a fitted effect of over 60% in size
#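 Reporter readout depends on ELG1 protein level, which increases with genetic stress. After 16 hr compound exposure at 37 °C, luciferase activity was quantified using ONE-Glo.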
# MBNL1-CUG inh: MBNL1-poly(CUG) RNA binding inhibition | TR-FRET MBNL1-His/biotin-(CUG)12 binding, 665/545 ratio | Potency, µM (titrated, usually from 57.5 µM), without a hit: at the highest dose activity change, negative = inhibition, hits mostly inhibitors | 280,000 compounds, 0.036% hits | AID 2675; active means well fitted inhibition curve with a large enough effect in the signal ratio, with a control signal flat, not every such curve was filed as active; inconclusive means small, poorly fitted or top-dose-only effect, or effect the other way, or a change in a side signal; inactive means no such curve, though single readings can be large or run the other way; the % refers to the signal ratio; further: on the % scale 0 is the no-effect control and ±100 the full control effect
# Target sequence (Q9NR56 whole entry, looked up): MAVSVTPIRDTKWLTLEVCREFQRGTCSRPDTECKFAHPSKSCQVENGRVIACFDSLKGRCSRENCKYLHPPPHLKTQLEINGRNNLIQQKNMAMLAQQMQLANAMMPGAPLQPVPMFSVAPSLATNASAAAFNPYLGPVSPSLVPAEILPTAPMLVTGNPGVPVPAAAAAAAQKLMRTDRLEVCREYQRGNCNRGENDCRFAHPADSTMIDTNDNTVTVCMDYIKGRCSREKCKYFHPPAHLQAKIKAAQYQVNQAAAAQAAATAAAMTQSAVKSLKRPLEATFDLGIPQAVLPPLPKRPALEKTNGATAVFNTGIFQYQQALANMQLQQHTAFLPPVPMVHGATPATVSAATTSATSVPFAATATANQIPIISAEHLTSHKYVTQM
#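 TR-FRET between His-tagged MBNL1 and biotin-(CUG)12 RNA, detected with Tb anti-His antibody (0.055 ng/ul) and streptavidin-XL665 (5 nM), 60 min at room temperature. Compounds titrated 92 nM to 58 uM; 665/545 nm ratio normalized to buffer and complex controls.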
# uPA generation: cell surface uPA generation inhibition. Potency, µM (series often up to 38.3 µM), for inactives: at the top dose activity change, negative = inhibition, hits mostly inhibitors. cell surface uPA generation assay, qHTS. 330,000 compounds, 0.31% hits; active means well fitted inhibition curve with a large enough effect; inconclusive means small, poorly fitted or top-dose-only effect; inactive means no such curve, though single readings can be large or run the other way; tested in mouse RAW 264.7 cells; further: on the % scale 0 is the no-effect control and ±100 the full control effect; nearly all actives have a fitted effect of over 55% in size
# Rab9 promoter act: Rab9 promoter activation | Huh7 Rab9 promoter-luciferase reporter, luminescence, 24 h | Potency, µM (top dose mostly 9.22 µM), without a hit: at the top dose activation, negative = inhibition, most hits filed as activators | 320,000 compounds, 2.8% hits | AID 485297; further: % of control where 0% means no effect; nearly all actives have a fitted effect of over 60% in size
#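 Huh7 cells stably carrying a Rab9 promoter-luciferase reporter, 1500 cells per well in OP-MEM I with 10% FBS, treated with compound 24 hours at 37C. Luciferase activity read by luminescence after 10 minutes with Amplite reagent.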
# p53 reactivation: re-activators of mutant p53. H1299 p53-A138V BP100-luciferase reporter, luminescence, 24 h. Potency, µM (highest dose often 92.2 µM), inactives show at the highest dose activity change, positive = activation, actives largely listed as activators. 320,000 compounds, 0.063% hits. AID 504706; further: % of control where 0% means no effect; nearly all actives have a fitted effect of over 45% in size
#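 H1299 (p53-null), stable ts p53-A138V + BP100-Luc; 1000 cells/well, Opti-MEM/10% FBS; cpd 4 pt, 1:5; 24 h, 37 deg C, 5% CO2; detection reagent 10 min RT; luminescence.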
# Gal4-VP16 FLuc: inhibits Gal4-VP16 luciferase reporter, ROR gamma counter-screen; Drosophila S2 Gal4-VP16 UAS-luciferase, luminescence, 20 h; Potency, µM (series often up to 53.6 µM), inactives show at the highest dose activity, negative = inhibition, usual class: inhibitors; 310,000 compounds, 3.5% hits;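 further: Gal4-VP16 expression switched on by copper sulfate through the metallothionein promoter; on the % scale 0 is the no-effect control and ±100 the full control effect; nearly all actives have a fitted effect of over 50% in size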
# BRCA1 expr act: increases BRCA1 expression; MCF7-BRCA1-FFLuc reporter, luminescence, 48 h; response scale: scaled: vehicle 0%, 10 µM genistein 100%; Potency, µM (highest dose often 46.1 µM), inactives show at the top dose activation, usual class: activators; 380,000 compounds, 1.1% hits; AID 624202; further: nearly all actives have a fitted effect of over 80% in size; some results filed as inactive show a strong effect at the top dose
#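 MCF7 cells carrying a BRCA1-firefly luciferase reporter (2000 cells/well, phenol-red free MEM) were attached for 2 h at 37 °C, then given compounds for 48 h. Luminescence was read 15 min after luciferase reagent; activity normalized to genistein (10 microM) and DMSO.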
# NPC1 promoter act: activators of NPC1 promoter; Huh7 NPC1 promoter luciferase reporter, 24 h; Potency, µM (titrated, usually from 9.22 µM), for the others: at the top dose activation, usual class: activators; 320,000 compounds, 2.4% hits;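 further: % of control where 0% means no effect; nearly all actives have a fitted effect of over 60% in size; reporter is driven by a mutant NPC1 promoter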
#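 Luciferase expression driven by the NPC1 promoter was measured in stably transfected Huh7 cells after a 24 h compound incubation, using a luciferase reagent and a luminescence read.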
# RORgamma inh: blocks mouse ROR gamma transcriptional activity; P51450; Drosophila S2 Gal4-RORgamma UAS-luciferase reporter, 20 h; Potency, µM (highest dose often 53.6 µM), inactives show at the highest dose activity change, negative = inhibition, usual class: inhibitors; 310,000 compounds, 5.4% hits; AID 2551; further: on the % scale 0 is the no-effect control and ±100 the full control effect; nearly all actives have a fitted effect of over 60% in size
#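 Luciferase reporter read in Schneider cells carrying Gal4-RORγ (mouse) and UAS-Photinus luciferase; cells given compound 1 h before 700 uM copper sulfate induction, then incubated 20 h at ambient temperature.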
# FLuc counter: counter-screen for miR-21 project: firefly luciferase inhibitors or activators | P08659 | purified FLuc, Km substrates, luminescence inhibition | Potency, µM (highest dose often 57.5 µM), without a hit: at the top dose activity change, negative = inhibition, hits mostly inhibitors | 360,000 compounds, 6.9% hits | AID 588342;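 further: plate controls were vehicle for no effect and reference inhibitor for full effect; nearly all actives have a fitted effect of over 55% in size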
# Target sequence (P08659 whole entry, looked up): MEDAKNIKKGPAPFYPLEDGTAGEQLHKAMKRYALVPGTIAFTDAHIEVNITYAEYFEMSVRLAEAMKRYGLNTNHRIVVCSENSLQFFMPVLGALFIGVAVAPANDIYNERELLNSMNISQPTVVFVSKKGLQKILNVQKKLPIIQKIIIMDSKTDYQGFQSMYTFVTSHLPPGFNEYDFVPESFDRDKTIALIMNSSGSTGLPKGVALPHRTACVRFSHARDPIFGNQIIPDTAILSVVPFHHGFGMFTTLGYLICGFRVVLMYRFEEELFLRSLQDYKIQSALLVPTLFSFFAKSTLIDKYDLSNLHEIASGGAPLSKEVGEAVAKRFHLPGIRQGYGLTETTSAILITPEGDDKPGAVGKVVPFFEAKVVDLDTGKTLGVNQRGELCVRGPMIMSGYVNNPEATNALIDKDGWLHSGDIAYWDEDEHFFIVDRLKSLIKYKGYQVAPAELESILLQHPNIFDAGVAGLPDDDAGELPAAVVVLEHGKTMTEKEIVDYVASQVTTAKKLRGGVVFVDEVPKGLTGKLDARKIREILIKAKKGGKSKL
#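 Purified P. pyralis luciferase, 10 nM final, with Km-level 10 uM D-luciferin and 10 uM ATP in 50 mM Tris acetate pH 7.5, 10 mM Mg acetate, 0.01% Tween-20, 0.05% BSA; 6-point qHTS titration about 60 µM downward; luminescence read.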
# * marks the source's active call; other numbers are inactive results; ? = inconclusive; · = not tested or not shown; & = joins results of further samples; [ ] = remark or other dose. Unless noted, the call rests on the fitted dose curve; in most records, active means well fitted curve in the direction sought with a large enough effect; inconclusive means small, poorly fitted or top-dose-only effect, or another doubt; inactive means no such curve, though single readings can be large; an effect the other way counts as inactive or inconclusive. Potency means the concentration at half of the fitted maximal effect.
# Second line of a record: ELG1 genotox | MBNL1-CUG inh | uPA generation | Rab9 promoter act | p53 reactivation | Gal4-VP16 FLuc | BRCA1 expr act | NPC1 promoter act | RORgamma inh | FLuc counter
- COC(=O)c1cccc(CSC(=S)N2CCCC2)c1
    9.1% | -8.3% | 9.6% | 0.6% | 13.5% | -4.1% | 41.6% | -5.6% | 1.3% | ?
- CC(C)[C@H](NC(=O)c1ccccc1)C(=O)OCC(=O)N1CCCCCC1
    -0.1% | · | 6.7% | -3.4% | 2.6% | -1.9% | -16.1% | 1.0% | 10.6% | -8.5%
- CN(C)CC(C)(C)CNS(=O)(=O)c1ccc(Cl)c(Cl)c1
    0.0%&3.4% | -2.2%&-3.1% | 13.2%&2.9% | -1.5%&-0.2% | 0.3%&2.3% | -14.9%&-2.6% | -13.1%&5.3% | 0.8%&1.3% | 0.6%&0.6% | -0.5%&9.4%
- COC(=O)c1nnn(-c2nonc2N)c1CN1CCCC1
    -3.1% | -6.3% | -1.6% | -1.2% | 2.9% | -0.9% | 29.5% | 5.3% | 4.0% | 0.9%
- CCn1cc(/C=N\NC(=O)c2cc(-c3ccccc3OC)nc3ccccc23)c(C)n1
    -2.7% | 7.0% | 3.5% | -4.8% | -9.8% | ? | -14.3% | -1.1% | ? | -1.6%
- CCOc1ccc(NC(=O)CN(C)C(=O)Cc2ccsc2)cc1OCC
    1.9% | · | -20.6% | -5.5% | 2.4% | · | 11.7% | 0.1% | · | ·
- Cc1ccc(NC(=O)CCC(=O)c2cccs2)cc1F
    17.9% | 5.1% | 2.2% | ? | 24.5% | -10.1% | 12.6µM* | 19.8% | -1.8% | 8.49µM*
- CCC1Nc2ncnc(N3CCN(c4ccccc4)CC3)c2N(Cc2ccc(C)cc2)C1=O (stereo unspecified)
    -3.6% | · | -2.0% | -2.0% | 3.0% | · | 0.0% | -7.7% | · | -1.2%
- Cc1ccc(CNC(=O)CNC(=O)c2ccco2)cc1
    0.5% | -2.3% | -8.3% | 0.1% | 20.6% | -9.3% | 19.5% | 1.0% | 4.6% | -0.5%
- C/C(=N\NC(=O)CCc1c(C)n[nH]c1C)c1ccc([N+](=O)[O-])cc1
    -0.3% | ? | 10.9% | -3.3% | -0.8% | 0.4% | 13.2% | -4.9% | 34.0% | -0.4%
- CC(C)=CCC[C@](C)(OC1OC(COC2OCC(O)C(O)C2O)C(O)C(O)C1O)C1CC[C@]2(C)C1C(O)CC1[C@@]3(C)CCC(O[C@@H]4O[C@H](CO)C(O)C(O)C4O[C@@H]4OC(CO)C(O)C(O)C4O)C(C)(C)C3CC[C@]12C (stereo partly specified)
    0.8% | · | 17.5% | · | -2.3% | · | -11.4% | · | · | ·
- CCOC(=O)c1sc2cc([N+](=O)[O-])cc(SCCO)c2c1N
    7.3% | · | -0.6% | -4.2% | -0.9% | -8.0% | -21.5% | 0.5% | -11.1% | -5.4%
- O=C(NCC1CCCO1)C(=O)c1c[nH]c2ccccc12 (stereo unspecified)
    ? | -2.5% | 6.4% | 26.3% | 12.2% | 23.7% | ? | 20.9% | 14.2% | ?
- COc1ccc(S(=O)(=O)N2CCC(C(=O)Nc3c(F)cccc3F)CC2)cc1
    1.0% | 4.2% | 6.1% | 4.8% | -2.9% | 13.2% | -1.6% | -2.5% | 41.2% | 0.3%
- CCN(CC)C(=O)COc1ccc(C=O)cc1OC
    3.5% | ? | 17.1% | -1.1% | -0.7% | -11.6% | -20.2% | -2.5% | 15.2% | 5.4%
- O=C(CN1C(=O)CSC1=O)NCc1ccccc1
    -0.1% | -12.0% | 6.9% | 2.0% | 3.7% | 1.3% | 3.5% | 1.0% | 12.6% | ?
- O=C(CNC(=O)C12CC3CC(CC(C3)C1)C2)NC1=NCCS1
    0.2% | -1.6% | 1.2% | 0.2% | -0.2% | -8.9% | 4.0% | -1.2% | 24.7% | 4.7%
- O=C(NNC(=S)NC(=O)c1cccnc1)c1ccccc1
    0.1% | -10.8% | 1.9% | -1.1% | 14.0% | ? | -28.2% | -0.4% | -12.0% | 2.2%
- O=C(O)COc1ccc(/C=N/Nc2nc(Nc3ccccc3)nc(N3CCCCC3)n2)cc1
    -1.9% | -1.6% | -14.8% | 0.2% | 1.0% | ? | 44.4% | -4.0% | ? | 0.675µM*
- O=c1cc(N2CCc3ccccc3C2)[nH]c(=O)n1-c1ccc(Br)cc1
    0.7% | -9.8% | · | -2.5% | 1.2% | -9.7% | 5.7% | 2.8% | -6.8% | 5.6%
- COc1ccc(/C=C/C(=O)Nc2ccc(C34CC5CC(CC(O)(C5)C3)C4)cc2)cc1OC
    -4.2% | 22.3% | ? | ? | 24.1% | -19.1% | -26.3% | ? | ? | 0.601µM*
- COc1cccc(-c2nn3c(-c4ccco4)nnc3s2)c1
    ? | 39.4%[activator] | -2.8% | 11.6% | 2.1% | 0.6% | 1.8%[1.84 µM] | 21.5% | 1.2% | ?
- CCN(CC(=O)NC1CCS(=O)(=O)C1)C(=O)c1cc(OC)c(OC)c(OC)c1 (stereo unspecified)
    -1.0% | · | -32.1% | -9.1% | 1.1% | · | -0.1% | -4.2% | · | -0.8%
- CCOC(=O)CC(=O)CSc1ncnc2c1nnn2-c1ccccc1
    4.4% | 15.8% | 8.5% | -0.3% | 5.0% | 1.1% | 3.6% | -3.4% | ? | ?
- CC(C)Nc1nc(NC(C)C)nc(OCCOC(=O)c2ccccc2)n1
    -1.4% | -5.0%[11.5 µM] | -7.5% | -1.3% | -5.5% | -13.2% | -2.7% | 0.5% | ? | 1.5%
- O=C(O)c1c(C(=O)O)c(-c2ccc(Cl)c(Cl)c2)n2c1CSC2
    -0.3% | -0.9% | 6.1% | -5.1% | -1.7% | -8.3% | 10.2% | -6.1% | 15.4% | -11.4%
- COc1ccc(C(=O)NN2C(=O)C3C(c4ccccc4)C=CC(c4ccccc4)C3C2=O)cc1 (stereo unspecified)
    -0.5% | -2.2% | -0.8% | -0.7% | -13.3% | -24.5% | -17.9% | -3.2% | 8.5% | -0.6%
- CN(C)c1ccc(Nc2ncnc3ccc(Br)cc23)cc1
    -18.2% | 10.2% | 10.9% | 24.0% | 8.7% | 27.9% | 13.6% | ? | 24.2%[1.91 µM] | ?
- Cc1ccc(S(=O)(=O)Nc2cc(C(=O)NCCN(C)C)ccc2N2CCCC2)cc1
    0.1% | -2.4% | -15.4% | -0.2% | -1.5% | -13.5% | 2.8% | 2.5% | -10.0% | 2.2%
- CCCCOc1ccc(C(=O)NCC(=O)NNC(=O)c2ccco2)cc1
    5.7% | · | 2.4% | · | 9.1% | · | 0.7% | · | · | ·
- c1ccc(-c2ccc(Oc3cc(N4CCOCC4)nc(-c4ccccc4)n3)cc2)cc1
    -0.1% | 5.9% | · | -4.7% | -1.6% | 3.2% | 1.3% | -7.9% | 6.0% | 2.1%
- C/C(=N\NC(=O)c1ccc(F)cc1)c1ccc(N2CCOCC2)cc1
    13.0% | 0.6% | -3.4% | 11.3% | -3.4% | -3.3% | 34.8% | -2.4% | -21.4% | ?
- COc1cccc(CC(=O)NNC(=O)CN(C)S(=O)(=O)c2ccc(C)cc2)c1
    -0.1% | · | 1.6% | · | -5.8% | · | -7.1% | · | · | ·
- CN(C)c1ccnc(Oc2ccc(Cl)cc2)c1C#N
    3.2% | -2.0% | -3.7% | ? | 8.2% | -11.4% | 46.0% | 16.4% | ? | ?
- CC(=O)NC1C(Oc2ccc(C)cc2)OC2COC(c3ccco3)OC2C1O (stereo unspecified)
    -0.2% | -4.4% | 7.5% | -3.9% | 4.8% | -0.4% | 0.8% | -1.3% | -8.7% | 2.1%
- NNc1ccc2c(C(F)(F)F)cc(C(F)(F)F)nc2n1
    -3.2% | ? | 5.1% | ? | -0.4% | 1.2% | -24.5% | -0.9% | 12.6µM* | -7.3%
- COc1ccccc1C1CC(=O)Oc2cc(OC)c(OC)c(OC)c21 (stereo unspecified)
    8.3% | · | -1.3% | · | 3.5% | -6.5% | 12.3% | · | ? | ·
- CCC(=O)NCCc1nc2cc(NC(=O)c3cccc([N+](=O)[O-])c3)ccc2n1C
    ? | ? | 0.9% | 3.55µM* | 16.1% | -2.4% | 3.16µM* | ? | -7.3% | ?
- O=C(CSc1nnc(-c2cccs2)o1)OC1CCCCC1
    1.7% | 3.1% | 7.5% | 4.1% | 15.1% | -1.1% | -17.4% | -3.6% | 11.2% | 23.9µM*
- O=C(OCn1nnc2ccccc2c1=O)c1cc2ccccc2o1
    1.2% | -7.9% | -4.0% | -1.6% | 7.2% | -0.6% | 10.0% | -7.1% | -0.2% | -14.4%
- CCOC(=O)c1nnc2cc(-c3ccc(Br)cc3)nn2c1C
    9.7% | 5.4% | 5.9% | 26.8% | 10.3% | 24.3% | 26.7% | 24.2% | 10.0% | 0.7%
- CCCCn1c(Cn2nc(C(=O)O)c3ccccc3c2=O)nc2cc(S(N)(=O)=O)ccc21
    -1.2% | 16.8% | 2.0% | -2.4% | -0.3% | -12.1% | -1.6% | 0.7% | 2.6% | -2.4%
- COc1ccc(CCNC(=O)CSc2nnnn2-c2ccc(OC)c(OC)c2)cc1OC
    ? | -4.3% | -0.6% | -2.3% | -0.8% | 14.8% | 0.0% | -2.8% | -15.8% | -2.8%
